Nrf2 activator: qHTS of Nrf2 Activators; Potency, µM (doses to about 46.1 µM), without a hit: top-dose activation, most hits filed as activators; AREc32 ARE-luciferase reporter (MCF7-derived line), luminescence, 24 h; actives 0.31% (n = 410,000); AID 624171, 2012; also: % of control where 0% means no effect; nearly all actives have a fitted effect of over 65% in size
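AREc32 cells carrying an ARE-driven firefly luciferase, 1000 cells/well in OPTI-MEM with 5% FBS, dosed after overnight attachment and incubated 24 hr at 37 deg C. Steady-Glo luminescence read after 30 min at RT.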
A549 tox: Nrf2 qHTS screen for inhibitors: counterscreen for cytotoxicity; actives 0.16% (n = 390,000); A549 ARE-Fluc cells, CellTiter-Fluor viability, 18-24 h; Potency, µM (doses to about 46 µM), for the others: at the top dose activity change, negative = cytotoxicity, hits mostly inhibitors; also: % is scaled to controls: 0 for no effect and ±100 for the full control effect
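A549 ARE_Fluc cells in 5% FBS OPTI-MEM were exposed to compounds in concentration-response for 18-24 h at 37 deg C. Viability was read by CellTiter-Fluor fluorescence (Ex 405/Em 525) after 30 min, before the luciferase read.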
TGFb inhibitor: qHTS for Inhibitors of TGF-b; HepG2 CAGA-GFP TGF-b/SMAD3 reporter, GFP fluorescence, 18 h; TGF-beta stimulated, 500 pg/mL final; Potency, µM (top dose mostly 46.1 µM), inactives show top-dose activity, negative = inhibition, actives largely listed as inhibitors; actives 1.2% (n = 410,000); AID 588855, 2011; also: % is scaled to controls: 0 for no effect and ±100 for the full control effect; nearly all actives have a fitted effect of over 65% in size
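Inhibition was scored as loss of TGF-beta-induced (500 pg/mL final, 18 hours, 37 degrees C) GFP in HEPG2 cells carrying a CAGA-GFP reporter, in DMEM with 1% FBS. Well GFP was summed per cell; Activity was normalised to unstimulated and stimulated DMSO wells, then concentration-response fitting.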
An asterisk follows results filed as active; u = inconclusive; [ ] = dose if it differs, or a comment. Calls follow the shape of the dose curve; as a rule, active = well fitted curve in the direction sought with a large enough effect; inconclusive = small, poorly fitted or top-dose-only effect, or another doubt; inactive = no such curve, though single readings can be large; an effect the other way counts as inactive or inconclusive. Potency is read from the fitted curve at half-maximal effect.

smiles	Nrf2 activator	A549 tox	TGFb inhibitor
CCOc1ccc(OCC)c(Nc2cc(C)nc3nc(-c4ccco4)nn23)c1	3.6%	2%	-1%
O=C(Cn1c(=O)oc2cc(S(=O)(=O)N3CCCC3)ccc21)Nc1ccc(OC(F)(F)F)cc1	0.0%	0%	0%
CCOc1cccc(C2c3[nH]c4ccccc4c3CCN2C(=O)CCC2CCCC2)c1 (stereo unspecified)	-0.2%	-9%	-10%
CCc1ccc(CNC(=O)CCCN2C(=O)CCn3nc(-c4cccn4C)cc32)cc1	7.0%	-1%	-22%
Cc1cccc(NC(=O)C(=O)NCCc2csc(-c3ccc(C(F)(F)F)cc3)n2)c1C	0.5%	-1%	5%
COc1ccc(CCC(=O)NCc2ccc3c(c2)CCN3C(=O)c2ccc(Cl)cc2)cc1	1.8%	-3%	-1%
COc1ccc(CCNC(=O)c2ccc3c(c2)nc2n3CCOC2)cc1OC	0.4%	-8%	-21%
CCCCNC(=O)CSC1=Nc2ccccc2C2=NC(CCC(=O)NCc3ccccc3OC)C(=O)N12 (stereo unspecified)	-0.6%	2%	11%
COc1ccc(-c2ccc(NS(=O)(=O)c3ccccc3Cl)cc2)nn1	6.3%	13%	9%
Cc1cccc(NC(=O)Cn2c(=O)n(-c3ccccc3Cl)c(=O)c3c(C)c(C(=O)N(C)C)sc32)c1	-1.0%	-12%	0%
CC(=O)N1c2ccc(S(=O)(=O)Nc3ccc(Cl)cc3C)cc2CC1C (stereo unspecified)	0.6%	8%	u
COCC(C)Nc1ncnc2c1cnn2-c1ccc(C)c(C)c1 (stereo unspecified)	1.1%	-4%	27%
CCOc1ccc(C(=O)Nc2ccc3nn(-c4ccc(OC)c(Cl)c4)nc3c2)cc1	-0.2%	3%	0%
CCOC(=O)CSc1nc2cc3c(cc2c(=O)n1Cc1ccc(C(=O)NCCc2ccc(OC)c(OC)c2)cc1)OCO3	-0.3%	6%	-6%
COc1cccc2sc(NC(=O)CS(=O)(=O)c3ccc(C)cc3)nc12	6.8%	14%	-12%

Full records as entered above. Order of values: Nrf2 activator | A549 tox | TGFb inhibitor
Results for `CCc1ccc(CNC(=O)CCCN2C(=O)CCn3nc(-c4cccn4C)cc32)cc1` → 7.0% | -1% | -22%
Results for `COCC(C)Nc1ncnc2c1cnn2-c1ccc(C)c(C)c1` (stereo unspecified) → 1.1% | -4% | 27%
Results for `Cc1cccc(NC(=O)Cn2c(=O)n(-c3ccccc3Cl)c(=O)c3c(C)c(C(=O)N(C)C)sc32)c1` → -1.0% | -12% | 0%
Results for `O=C(Cn1c(=O)oc2cc(S(=O)(=O)N3CCCC3)ccc21)Nc1ccc(OC(F)(F)F)cc1` → 0.0% | 0% | 0%
Results for `CCCCNC(=O)CSC1=Nc2ccccc2C2=NC(CCC(=O)NCc3ccccc3OC)C(=O)N12` (stereo unspecified) → -0.6% | 2% | 11%

Other entries:
smiles	Nrf2 activator	A549 tox	TGFb inhibitor
CCOc1ccc(-n2c(C)nc3cc(C(=O)NCc4ccc(C)cc4)ccc32)cc1	-0.7%	1%	u
CCC(CC)C(=O)N1CCc2cc(OC)c(OC)cc2C1COc1ccccc1OC (stereo unspecified)	0.3%	-3%	-5%
CCC1CCCCN1C(=O)CSc1nc2c([nH]c3ccccc32)c(=O)n1-c1ccc(OC)cc1 (stereo unspecified)	-1.0%	-5%	1%
Cc1cc(C)cc(NC(=O)c2sc3nc[nH]c(=O)c3c2C)c1	4.7%	25%	u
COCCNC(=O)CSc1nnc2[nH]c(=O)cc(C)n12	-1.5%	-18%	-10%
O=C(NCc1ccccc1)C(=O)NCC(c1cccs1)S(=O)(=O)c1ccccc1 (stereo unspecified)	-1.5%	2%	-8%
CCC(=O)Nc1cccc(OCc2cc(=O)n3cc(C)ccc3n2)c1	0.4%	-2%	6%
CCn1ccc2c(OCC(=O)Nc3ccc(OC)cc3OC)cccc2c1=O	2.9%	11%	u
COc1ccc(NC(C)=O)cc1NC(=O)C1(c2cccs2)CCOCC1	5.6%	0%	-14%
O=C(Nc1nc2c(F)cc(F)cc2s1)c1ccc(S(=O)(=O)N2CCc3ccccc32)cc1	-0.3%	u	u
Cc1cccc(OCC(=O)Nc2ccccc2C(=O)OCc2cc(=O)n3nc(C)sc3n2)c1	0.7%	8%	-2%
COc1ccc(OC)c(CNC(=O)c2ccccc2NC(=O)c2nsc3ccccc23)c1	4.1%	12%	-19%
CCOC(=O)c1ccc(N2CCN(c3cc(Cl)ccc3C)CC2)c(NC(=O)Nc2ccc(OCC)cc2)c1	-1.2%	-3%	0%
COc1ccc(C)cc1NC(=O)c1cc(S(=O)(=O)NCCC2=CCCCC2)ccc1F	-0.1%	9%	-15%
Cc1ccc(NC(=O)/C=C\C(=O)N(c2ccc(C(C)C)cc2)C(C(=O)NCc2ccco2)c2ccc(F)cc2)cc1 (stereo unspecified)	4.5%	-25%	6.3µM*
CCc1c(C)sc2c1CCN(C(=O)Nc1ccc(F)c(Cl)c1)C2c1ccc(F)cc1 (stereo unspecified)	-0.3%	u	u
CCc1ccc(NC(=O)CSc2ccnc(=O)[nH]2)cc1	2.9%	-10%	0%
O=C(CN1C(=O)C2CCCCN2c2ccc(C(=O)N3CCCC3)cc21)NCc1ccccc1 (stereo unspecified)	0.8%	4%	-5%
CCOc1ccc2nc(NC(=O)CS(=O)(=O)c3ccc(Cl)cc3)sc2c1	-0.6%	-21%	0%
O=C(COc1ccccc1F)Nc1nnc(SCc2cc(=O)c3ccccc3[nH]2)s1	-1.4%	20%	-2%
CC(C)c1ccc(NC(=O)CSC2=Nc3ccccc3C3=NC(CCC(=O)NCc4cccs4)C(=O)N23)cc1 (stereo unspecified)	0.5%	-24%	9%
CC(C)c1nc2ccc(C(=O)NCc3ccccc3Br)cc2o1	5.7%	0%	u
CCSc1nc2c([nH]c3ccccc32)c(=O)n1CC	7.5%	-1%	-3%
O=C(Nc1ccccc1Br)c1cc(S(=O)(=O)NC2CCCCC2)ccc1F	3.0%	u	u
COc1ccccc1NC(=O)CSc1nc2ccccc2c(=O)n1CCC(=O)NC1CCCCC1	-0.6%	6%	7%
CCc1ccc(NC(=O)c2sc3nc(-c4ccccc4)cn3c2C)cc1	-0.4%	2%	-1%
CC1CCN(C(=O)c2cccc(NC(=O)c3nsc4ccccc34)c2)CC1	0.9%	0%	u
CCN1CCN(C(c2ccc(Cl)cc2)c2c(O)cc(C)n(CCOC)c2=O)CC1 (stereo unspecified)	-0.7%	-4%	-1%
Cc1ccc(/C=C/c2onc(C)c2S(=O)(=O)N2CCC(C(=O)Nc3cc(F)ccc3F)CC2)cc1	-0.1%	4%	u
CCOC(=O)c1cc(S(=O)(=O)NCc2ccccc2)[nH]n1	0.2%	-8%	-7%
COc1cccc(N2CCN(C(=O)c3nn(C)c4c3CSc3ccc(C)cc3-4)CC2)c1	-1.2%	8%	u
Cc1ccc(C)c(CSc2nc3c([nH]c4ccccc43)c(=O)n2C)c1	0.9%	4%	-26%
Cc1cccc(-n2ncc3c(NC4CCCC4)ncnc32)c1	0.9%	-2%	47%[activator]
Cc1ccc(CNC(=O)c2cc(S(=O)(=O)N3CCCCC3)cn2C)cc1	0.5%	9%	-1%
CCSc1nc2c([nH]c3ccccc32)c(=O)n1-c1cccc(OC)c1	0.7%	-12%	u
COc1ccc(CC(=O)NC2CC(=O)N(c3cccc(F)c3)C2)cc1OC (stereo unspecified)	0.2%	0%	-36%
Cc1ccc(-c2nc3sc(CCNS(=O)(=O)c4cc(F)ccc4F)c(C)n3n2)cc1	0.4%	-22%	6.3µM*
Cc1ccccc1Nc1ncnc2c1c(-c1ccccc1)cn2-c1ccc(F)cc1	0.6%	4%	-18%
Cc1ccc2nc(COc3ccc(NC(=O)COc4ccccc4F)cc3)cc(=O)n2c1	4.8%	-15%	2%
CCOc1ccc(NC(=O)C(=O)NCCc2csc3nc(-c4ccccc4F)nn23)cc1	0.1%	8%	-16%
COc1cccc(NC(=O)CSc2nc(=O)n(Cc3ccco3)c3c2CCC3)c1	5.2%	-6%	u
COc1cccc(CN2C(=O)c3ccccc3Sc3ccc(C(=O)OCc4ccco4)cc32)c1	15%	0%	0%
CC(=O)Nc1ccc(S(=O)(=O)NCC2CCC(C(=O)NCCN(CC(C)C)CC(C)C)CC2)cc1 (stereo unspecified)	-0.5%	1%	1%
CCOc1cccc2cc(-c3nc(-c4ccc(Cl)cc4)c(C)s3)c(=O)oc12	0.4%	1%	-12%
CCc1ccccc1NC(=O)c1ccc(F)c(S(=O)(=O)NC2CCCCCC2)c1	-1.4%	5%	1%

Sorted by count of non-hydrogen atoms (lowest first): some entries from above
smiles	Nrf2 activator	A549 tox	TGFb inhibitor
Cc1cccc(-n2ncc3c(NC4CCCC4)ncnc32)c1	0.9%	-2%	47%[activator]
COc1ccc(CC(=O)NC2CC(=O)N(c3cccc(F)c3)C2)cc1OC (stereo unspecified)	0.2%	0%	-36%
CCc1ccccc1NC(=O)c1ccc(F)c(S(=O)(=O)NC2CCCCCC2)c1	-1.4%	5%	1%

Remaining list, next part
smiles	Nrf2 activator	A549 tox	TGFb inhibitor
O=C(CC1N=C2c3ccccc3N=C(SCC(=O)Nc3ccc(F)cc3)N2C1=O)NCc1cccs1 (stereo unspecified)	-0.7%	0%	15%
CC(C)(C)c1ccc(C(=O)NCCc2csc3nc(-c4ccccc4F)nn23)cc1	7.3%	0%	18µM*
COc1ccc(CC(=O)Nc2ccc(-c3nc4ccccc4s3)c(C)c2)cc1	6.4%	6%	-3%
COc1cccc(CNC(=O)CN2C(=O)CCc3cc(S(=O)(=O)N4CCOCC4)ccc32)c1	0.5%	10%	u
Cc1ccc(CNS(=O)(=O)c2cc(C(=O)Nc3cccc(C(F)(F)F)c3)ccc2F)cc1	7.2%	-10%	u
CCCn1c2ccccc2c2cnn(CC(=O)NCc3ccc(OC)cc3)c(=O)c21	-1.1%	-1%	-29%
O=C(NCCc1ccccc1)C(=O)NCC(c1ccco1)S(=O)(=O)c1cccs1 (stereo unspecified)	-0.4%	11%	34%[activator]
COc1cc(-c2nc(-c3ccc4c(c3)[nH]c(=O)n4C)no2)cc(OC)c1OC	0.2%	0%	-1%
CC(C)CCNC(=O)c1ccc2nc(Cc3ccccc3)oc2c1	1.1%	-3%	-2%
COc1ccc(NC(=O)CN2C(=O)CCn3nc(-c4cccn4C)cc32)cc1	-0.3%	-3%	15%
Cc1ccc(-c2nc3nc(C)cc(Nc4ccccc4O)n3n2)cc1	5.3%	2%	10%
Cc1ccc2nc(COc3cccc(NC(=O)COc4ccc(F)cc4)c3)cc(=O)n2c1	3.1%	0%	-2%
CCOc1ccc(NC(=O)c2ncoc2-c2ccco2)cc1	u	u	-30%
COc1ccc(NC(=O)C2=C(C)Nc3nc(CCCO)nn3C2c2ccc(O)cc2)cc1 (stereo unspecified)	0.4%	9%	1%
CCOc1ccc(N2CC(NC(=O)Cc3cccs3)CC2=O)cc1 (stereo unspecified)	0.2%	18%	-10%
CCN1CCN(c2ncc3c(n2)CCN(Cc2cc(Br)cs2)C3)CC1	3.4%	-1%	-12%
COc1ccc(Cl)cc1NC(=O)c1c(NCc2cccs2)sc2c1CCCC2	15%	16%	u
Cc1ccc(Cl)cc1NC(=O)NC1COc2ccccc2C1 (stereo unspecified)	0.3%	-6%	64%[activator]
O=C(NCc1ccccc1)C1CCN(S(=O)(=O)c2ccc3[nH]c(=O)ccc3c2)CC1	4.3%	1%	2%
COc1ccc(-n2cc(-c3ccccc3)c3c(NC4CCCC4)ncnc32)cc1	0.3%	11%	u
O=C(CSc1nccn1Cc1ccc(Cl)cc1)Nc1ccc2c(c1)OCO2	-0.9%	6%	-21%
Cc1ccc(CNC(=O)c2c[nH]c3ccc(S(=O)(=O)N4CCOCC4)cc3c2=O)cc1	-0.1%	17%	-9%
O=C(C1COc2ccccc2O1)N(Cc1cccnc1)c1nc2ccc(Cl)cc2s1 (stereo unspecified)	1.0%	-9%	1%
Cc1cc(C)cc(NC(=O)CN2C(=O)c3ccccc3Sc3ccc(C(=O)N4CCOCC4)cc32)c1	11%	-3%	-27%
COc1ccc(-c2cc(C(=O)NCc3ccc(C)cc3)c3cc(C(C)C)ccc3n2)cc1	-0.4%	-1%	24%
Cc1cccc(C)c1NC(=O)c1ccc2nc(CCc3ccccc3)oc2c1	4.1%	-2%	u
CC(C)(C)c1ccc(C(=O)NCC(c2ccco2)S(=O)(=O)c2ccc(F)cc2)cc1 (stereo unspecified)	-0.9%	-12%	u
CCOC(=O)c1cc(-c2ccccc2)n(-c2cccc(C(=O)NC(C)(C)C)c2)c1C	-0.8%	-5%	-1%

An excerpt; rates above refer to the full screens.
